GlmU inhibition: inhibition of mycobacterial GlmU enzyme – biochemical, glucosamine-1-phosphate acetyltransferase (AID 1376) | 0.25% of 220,000 active | M. tuberculosis GlmU acetyltransferase enzyme assay; higher % means a stronger effect | Bifunctional protein GlmU (Mycobacterium tuberculosis (strain ATCC 25618 / H37Rv)) | one-dose inhibition, %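 (tested at 30 µM in the primary screen)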; IC50 in µM for titrated hits; in the data active means inhibition above about 13%; inconclusive means no clear call, values can overlap the other calls;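 further: 0% = complete reaction with vehicle and 100% = reaction without substrate; strong numbers were not always called active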
Mtb RmlCD inh: M. tuberculosis RmlC/RmlD coupled enzyme inhibitors, primary screen, biochemical, compound mixtures, 384-well, from 1536-well plates; dTDP-4-dehydrorhamnose reductase (Mycobacterium tuberculosis (strain ATCC 25618 / H37Rv)) …; RmlC+RmlD coupled enzyme assay, percent inhibition; primary screen in compound mixtures; inhibition, % at 3.6 µM; 0.03% of 160,000 active; in the data active means inhibition mostly above about 34%, no sharp cut-off; inconclusive means no clear call, values can overlap the other calls; inactive means mostly below about 22%; further: some results filed as inactive read as strong as hits
Target sequence (P9WH09 whole entry, looked up): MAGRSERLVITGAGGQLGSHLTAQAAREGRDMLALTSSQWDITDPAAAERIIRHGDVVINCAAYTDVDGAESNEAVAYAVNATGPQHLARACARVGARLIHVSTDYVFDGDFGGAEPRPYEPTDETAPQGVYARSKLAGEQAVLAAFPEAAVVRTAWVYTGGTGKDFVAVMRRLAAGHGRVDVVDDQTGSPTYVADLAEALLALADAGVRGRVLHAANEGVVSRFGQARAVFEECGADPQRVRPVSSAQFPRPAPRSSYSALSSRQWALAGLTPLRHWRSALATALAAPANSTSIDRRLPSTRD
Target sequence (P9WH11 whole entry, looked up): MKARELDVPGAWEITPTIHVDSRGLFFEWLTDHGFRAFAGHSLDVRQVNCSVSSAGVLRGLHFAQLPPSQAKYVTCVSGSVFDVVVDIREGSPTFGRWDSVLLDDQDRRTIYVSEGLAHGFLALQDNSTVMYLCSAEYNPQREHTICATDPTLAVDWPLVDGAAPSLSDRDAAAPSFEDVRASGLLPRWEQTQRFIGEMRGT
Active calls of the source: *; ? = inconclusive; nt = no result given. Not all compounds are listed; count on the stated rates, not on these rows.

SMILES,GlmU inhibition,Mtb RmlCD inh
COC(=O)C1=C(C)NC2=C(C(=O)CC(c3cccs3)C2)C1c1ccsc1 (stereo unspecified),2.8%,9.8
O=C1CC(N2CCSCC2)C(=O)N1c1ccccc1 (stereo unspecified),-3.6%,11.7
N#Cc1c(Nc2ccccc2C(F)(F)F)s[nH]c1=O,-1.4%,nt
O=C(c1ccc(Cl)c(S(=O)(=O)N2CCOCC2)c1)N(c1ccccn1)C1CCCCC1,-4.1%,2.5
CCC(C)(C)NC(=O)C(c1ccc(F)cc1)N(Cc1ccc(OC)cc1)C(=O)c1cnccn1 (stereo unspecified),-1.2%,7.0
CCOc1ccc(OCC)c(NS(=O)(=O)c2ccc3c(c2)CCN3C(=O)C2CCC2)c1,7.0%,nt
CC1CC(C)(C)NC(=S)N1CC(=O)N1CCN(Cc2ccccc2)CC1 (stereo unspecified),-0.2%,-7.5
CCCn1c(N)c(C(=O)CSc2nc3ccccc3c(=O)n2Cc2ccccc2)c(=O)[nH]c1=O,-2.9%,7.0
CCOc1ncccc1C(=O)OCc1c(Cl)cccc1Cl,3.7%,-14.4
O=C(Cc1cccs1)NCc1cccc(F)c1,0.8%,-6.7
CCCc1[nH]nc2c1C1(CCOC1C)C(C#N)=C(N)O2 (stereo unspecified),3.7%,3.6
NC(=O)COC(=O)c1ccc(Cl)c(S(=O)(=O)N(Cc2ccccc2)c2ccc(Cl)cc2)c1,4.8%,-10.5
S=C(Nc1ccccc1Cl)N(Cc1ccccc1)Cc1ccccn1,-3.4%,4.8
CC(C)CCNC(=O)COc1ccc2c(c1)C(=O)CC(C)(C)O2,3.0%,-9.8
Cc1cc(C)c2nc(NC(=O)C3CC(=O)N(Cc4ccco4)C3)sc2c1 (stereo unspecified),1.9%,-10.5
Cn1c(SCC(=O)Nc2ccccc2-c2ccccc2)nnc1-c1ccco1,5.2%,nt
O=C(CCCN1C(=O)c2cccc3cccc(c23)C1=O)N1CCN(Cc2ccc3c(c2)OCO3)CC1,-0.4%,-0.8
Cn1c([N+](=O)[O-])cnc1N1CCN(c2nncs2)C1=O,1.2%,-1.0
CC(C)Sc1nc2c(c(=O)n1-c1ccc(F)cc1)SCC2,2.3%,2.6
O=C(Cc1ccsc1-c1ccccc1)NO,1.4%,5.0
O=S(=O)(c1ccc(-c2csc(=Nc3ccccc3)n2CCCN2CCOCC2)cc1)N1CCOCC1,-1.6%,nt
COc1ccc(S(=O)(=O)N(CCCN2CCCC2=O)Cc2cc3c(C)cc(C)cc3[nH]c2=O)cc1,6.8%,-1.6
CCOC(=O)c1cnc2c(-c3ccccc3OC)c(C)nn2c1C,0.6%,7.9
C/C(=N\NC(=O)c1nn(C)cc1Br)c1cccc(NC(=O)C2CCCC2)c1,1.4%,2.0
CCc1ccc(NC(=O)Cn2cnc3c(=O)n(C)c(=O)n(C)c32)cc1,1.3%,-6.4
CCOC(=O)N1CCN(C(=O)CCCn2c(=S)[nH]c3ccc(Br)cc3c2=O)CC1,-6.0%,nt
CCn1c(COc2cc(C)ccc2C(C)C)nnc1SCC(=O)Nc1nccs1,-7.5%,-16.0
COc1cc([N+](=O)[O-])cc(/C=N/NC(=O)CSc2ccccn2)c1O,1.9%,-9.4
CN(C)c1ccc(/C=C2/SC(=O)N(CCN=C3NS(=O)(=O)c4ccccc43)C2=O)cc1,-6.0%,11.5
OCCN1CCN(CC#CCC(c2ccccc2)c2ccccc2)CC1,2.1%,3.7
Cc1c(C(=O)OCC(=O)N2CC(=O)Nc3ccccc32)oc2ccccc12,-3.5%,nt
O=S(=O)(c1cccc2nsnc12)N1CCN(C/C=C/c2ccccc2)CC1,0.2%,nt
CCc1ccc(-c2nc(CN3CCC(C(=O)NCCN(CC)c4ccccc4)CC3)c(C)o2)cc1,-0.2%,-8.6
COc1ccc(C)cc1NC(=O)C1CCCN(S(=O)(=O)c2cnc[nH]2)C1 (stereo unspecified),-1.9%,-0.9
O=C(O)c1cc(S(=O)(=O)NCc2ccco2)c(Cl)cc1Cl,3.7%,-9.8
C(=N\Nc1nc2ccccc2[nH]1)/c1cccc2cccnc12,nt,-3.3
O=C(COC(=O)CCCCCN=C1NS(=O)(=O)c2ccccc21)Nc1ccc(Cl)c(Cl)c1,0.1%,-2.6
O=C(c1cccnc1NCc1ccc(F)cc1)N1CCOCC1,-4.5%,-0.6
CCC(=O)N/N=C/c1ccc(-c2ccc([N+](=O)[O-])cc2)o1,-2.4%,7.4
Cc1ccc(S(=O)(=O)Nc2cc(C(=O)N3CCC4(CC3)OCCO4)ccc2N2CCCCC2)cc1,1.9%,nt

Structural class, the entries above containing fluorine (five)
SMILES,GlmU inhibition,Mtb RmlCD inh
N#Cc1c(Nc2ccccc2C(F)(F)F)s[nH]c1=O,-1.4%,nt
CCC(C)(C)NC(=O)C(c1ccc(F)cc1)N(Cc1ccc(OC)cc1)C(=O)c1cnccn1 (stereo unspecified),-1.2%,7.0
O=C(Cc1cccs1)NCc1cccc(F)c1,0.8%,-6.7
CC(C)Sc1nc2c(c(=O)n1-c1ccc(F)cc1)SCC2,2.3%,2.6
O=C(c1cccnc1NCc1ccc(F)cc1)N1CCOCC1,-4.5%,-0.6

New compounds follow
SMILES,GlmU inhibition,Mtb RmlCD inh
CCN(CC)S(=O)(=O)c1ccc(OC)c(NC(=O)c2cc([N+](=O)[O-])ccc2Cl)c1,5.1%,4.2
O=C(CN1CCN(c2ccccc2F)CC1)Nc1nnc(C(F)(F)F)s1,3.4%,2.7
CC(=O)Nc1ccc(C(=O)OCc2ccccc2Cl)cc1,-4.9%,28.4
COCC(C)n1c(COc2ccccc2F)nnc1SCC(=O)c1c(N)n(C)c(=O)n(C)c1=O (stereo unspecified),-1.4%,-13.6
O=C(O)CNS(=O)(=O)c1cccc2nsnc12,0.5%,6.0
COc1ccc(/C=C/C(=O)OCC(=O)Nc2ccc(Cl)cc2F)cc1S(=O)(=O)N1CCOCC1,-0.8%,nt
Cc1cc(C)n(C(=O)Cn2nc(C(F)F)cc2C)n1,-0.1%,nt
C=CCN1C(=O)/C(=C/c2cccs2)C(=O)NC1=S,4.2%,5.1
O=C(Oc1ccc(C(=S)N2CCOCC2)cc1Br)c1ccccc1F,1.4%,-3.5
COCCSc1ccccc1C(=O)NCc1ccco1,1.4%,-4.1
O=c1c(C/C=C/c2ccccc2)c(O)ccn1Cc1ccc(Cl)cc1Cl,0.3%,-6.9
Cc1ccc(N=Cc2c(O)n(-c3nccs3)c(=O)c3ccccc23)c(C)c1,2.1%,33.4
CCCc1cc(NCC2CCCO2)n2c(nc3ccccc32)c1C#N (stereo unspecified),7.1%,-8.5
N#Cc1ccsc1NC(=O)COc1ccc(-c2nnco2)cc1,1.7%,nt
CCCCSc1nc(O)c(C2OC(=O)c3c2ccc(OC)c3OC)c(=O)n1C (stereo unspecified),-5.2%,nt
O=C(c1ccc(COc2ccc(F)cc2)o1)n1cccn1,3.8%,nt
O=C(N/N=C/C(Br)=C/c1ccccc1)c1cnccn1,0.6%,4.9
CC(C)(C)n1nc2c(c1NC(=O)Cc1cccc3ccccc13)CS(=O)C2 (stereo unspecified),1.9%,8.6
CC(C)(CNc1ccc([N+](=O)[O-])cc1C#N)N1CCOCC1,1.3%,2.9
COC(=O)C1=C(c2cc3ccccc3o2)C[C@@H]2CC[C@H]1N2C(=O)NCCO,-4.8%,nt

2 entries from above, with two lines to a compound:
Screens in order: GlmU inhibition	Mtb RmlCD inh
O=C(c1ccc(COc2ccc(F)cc2)o1)n1cccn1
  3.8%	nt
O=C(N/N=C/C(Br)=C/c1ccccc1)c1cnccn1
  0.6%	4.9

Remaining list, next part.
SMILES,GlmU inhibition,Mtb RmlCD inh
O=C(Nc1ccccc1Br)C(=O)N1CCCC1,-4.0%,3.6
COc1ccccc1NC(=O)CC1Nc2ccccc2NC1=O (stereo unspecified),-1.5%,8.5
Cc1cccc(N2CN=c3s/c(=C\c4ccncc4)c(=O)n3C2)c1,nt,9.5
CCn1ccnc1CN(C)Cc1nc(-c2cccc(Cl)c2)no1,4.0%,-12.0
N/C(Cc1ccc([N+](=O)[O-])cc1)=N\OC(=O)c1ccc2ccccc2c1,-1.7%,nt
COc1cccc(NC(=O)N(C2CCCCC2)C(C)c2cccs2)c1 (stereo unspecified),-0.2%,8.8
CCCc1nc(Nc2nc3ccccc3o2)nc(C)c1C(=O)OCC,-0.8%,4.0
CCN(CC)S(=O)(=O)c1ccc2c(c1)nc(SCC(=O)NC1CC1)n2-c1ccccc1OC,-1.2%,6.2
Cc1ccnc(NC(=O)C(C)N2C(=O)c3ccccc3C2=O)c1 (stereo unspecified),-3.6%,nt
C=CCn1c(=NC(=O)c2ccco2)sc2cc(C(=O)OCC)ccc21,-9.3%,-6.9
COc1ccc(-c2nn[nH]n2)cc1OC,-1.6%,-4.8
COc1ccc(CN2C=C3C(=O)C(C)(OC(=O)CCc4ccccc4)C(=O)C=C3C=C2c2ccc(C#N)cc2)cc1 (stereo unspecified),-0.3%,nt
COc1cccc(NC(=S)/C(=C(\[O-])c2ccc([N+](=O)[O-])cc2)[n+]2ccccc2)c1,3.8%,2.9
COc1ccc2sc(N3C(=O)CC(Cc4cccc(C)c4)C3=O)nc2c1 (stereo unspecified),1.1%,7.5
CC/C(=N/O)C(=O)c1ccc(Br)cc1,0.1%,?
Cc1ccsc1C(=O)Nc1nc2ccccc2[nH]1,-0.6%,-11.6
Cc1nn(C(C)C(=O)NCc2cccs2)c(C)c1[N+](=O)[O-] (stereo unspecified),2.0%,4.3
O=C(COC(=O)C1(c2ccc(Cl)cc2)CCCC1)NC1CCS(=O)(=O)C1 (stereo unspecified),-0.8%,nt
O=C(O)c1nn2c(c1Br)NC(c1ccccc1)CC2C(F)(F)F (stereo unspecified),-2.3%,9.5
CCOc1ccc(NC(=O)C2CC(=O)OC2c2ccccc2)cc1 (stereo unspecified),-1.9%,-11.0
O=Nc1c(O)n(Cc2ccccc2)c2ccccc12,-1.5%,-6.6
COc1ccc(C[C@@H]2c3cc(O)c(OC)cc3CCN2C)cc1O,1.1%,nt
CN(C)c1ccc(NC(=S)NC(=O)/C=C/c2ccc(Cl)cc2)cc1,-4.2%,9.3
CCOC(=O)Cn1nc(C)c(NC(=O)COc2ccc(C)c(C)c2)c1C,-0.7%,1.8
CCN(CC)S(=O)(=O)c1ccc2nnn(O)c2c1,-3.8%,9.3
Cc1ccc(NC(=O)c2oc(=O)c3ccccc3c2-c2ccccc2)c(C)c1,0.2%,5.9
Oc1cc2c(cc1CN1CCN(c3cccc(C(F)(F)F)c3)CC1)CCC2,7.1%,nt
COc1cc(OC)c(NC(=O)c2ccc3c(SCC(=O)O)c4c(nc3c2)CCCC4)cc1Cl,0.5%,7.8
Cc1ccc(S(=O)(=O)N2CCC(C(=O)N3CCC(C(=O)NCc4cccnc4)CC3)CC2)cc1,-0.2%,nt
Cc1cc(Cl)ccc1OCCCC(=O)OCC(=O)c1c(N)n(C)c(=O)n(C)c1=O,nt,7.2
CC1CCCC(C)N1CC(O)COCC1COc2ccccc2O1 (stereo unspecified),-1.1%,nt
O=c1c(Cl)c(N2CCN(S(=O)(=O)c3ccccc3)CC2)cnn1-c1ccccc1,8.7%,1.2
O=C(NCc1ccc(F)cc1)c1ccc(CS(=O)(=O)Cc2ccc(F)cc2)o1,0.3%,nt
COc1ccc(Cl)cc1C(=O)NCc1ccco1,2.1%,-5.2
CN(C)C=Nc1ncc2c([nH]c3ccccc32)c1C#N,nt,13.7
CN(Cc1ccccc1)S(=O)(=O)c1ccc(Cl)c(C(=O)NCc2ccc3c(c2)OCO3)c1,4.1%,6.6
Cc1cccc(OC(=O)c2ccc3nccnc3c2)c1,0.6%,nt
Cn1c(CN2CCCCC2)nc2cc(NC(=O)c3ccc(F)cc3)ccc21,1.8%,3.5
CCOC(=O)c1ccc(Nc2nc(C)cc(=O)[nH]2)cc1,-1.0%,4.6
O=C(Nc1c[nH]c(=O)[nH]c1=O)c1ccc([N+](=O)[O-])cc1,-0.5%,-9.9
CC(=O)Oc1c(-c2ccco2)oc2ccccc2c1=O,1.4%,-0.6
CCOC(=O)N1CCC(NC(=O)CCC(=O)c2ccccc2)CC1,1.7%,-4.7
CCc1nn(-c2cc(Cl)ccc2OC)c2c1C(=O)CCC2,-3.4%,13.7
CCc1c(C(=O)OCc2ccccc2)[nH]c(C)c1C,3.1%,nt
CC(=O)N=C(N)Sc1nc2ccccc2[nH]1,-3.6%,nt
Cn1ncc(S(=O)(=O)Cc2ccccc2)c(Cl)c1=O,-5.2%,-7.7
CCOc1ccccc1N(CC(=O)Nc1ccccc1C(=O)OC)S(C)(=O)=O,3.2%,nt
O=c1[nH]cc(COCC(F)(F)C(F)(F)C(F)(F)F)c(=O)[nH]1,2.6%,8.0
CCOC(=O)c1cnc2nc(SC)nn2c1N,nt,0.2

Source: PubChem (several laboratories)
